Bioassay records: PubChem BioAssay, The Scripps Research Institute Molecular Screening Center
TLR4-MyD88 inh: inhibitors of human TLR4-MyD88 binding; Toll-like receptor 4 (Homo sapiens), O00206; hit rate 0.06% among 16,000; inhibition, % at 10 µM; Cell-based TLR4-MyD88 binding inhibition assay; in the data active = inhibition above about 45%
Nox1 inhibitor: inhibitors of human NADPH oxidase 1 (Nox1). inhibition, % at 6.7 µM. Q9Y5S8. hit rate 0.81% among 16,000. HT29 cells, luminol chemiluminescence ROS
OPRK1 antag MB: antagonists of human kappa opioid receptor OPRK1, Maybridge library. Kappa-type opioid receptor (Homo sapiens), P41145. hit rate 0.4% among 16,000. OPRK1 cells, antagonist mode, fluorescence readout. inhibition, % at 9 µM; in the data active = inhibition above about 50%
PME-1 Maybr inh: inhibitors of human PME-1 in Maybridge library; recombinant PME-1, FP-Rh probe fluorescence polarization; inhibition, % at 9 µM; hit rate 0.5% among 16,000; in the data active = inhibition above about 30%
Target sequence (Q9Y570 whole entry, looked up): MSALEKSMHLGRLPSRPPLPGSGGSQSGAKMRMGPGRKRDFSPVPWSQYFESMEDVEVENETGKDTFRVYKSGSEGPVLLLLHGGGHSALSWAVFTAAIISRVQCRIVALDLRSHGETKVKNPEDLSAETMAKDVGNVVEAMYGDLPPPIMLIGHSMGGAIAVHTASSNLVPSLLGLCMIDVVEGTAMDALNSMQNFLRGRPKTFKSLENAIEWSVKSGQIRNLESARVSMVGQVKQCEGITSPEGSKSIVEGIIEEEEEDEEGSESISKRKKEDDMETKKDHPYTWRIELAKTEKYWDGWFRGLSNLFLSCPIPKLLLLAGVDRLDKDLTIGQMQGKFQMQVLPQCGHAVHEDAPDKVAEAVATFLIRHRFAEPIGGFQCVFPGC
NOTCH agonist: agonists of NOTCH signaling; NOTCH signaling luciferase reporter cells, luminescence; activation, % at 2.5 µM; hit rate 0.4% among 15,000; in the data active = activation above about 2.2%
rat GALR2 ag: agonists of rat galanin receptor 2 (GALR2). cell-based GALR2 agonist screen. activation, % at 10 µM. hit rate 0.5% among 16,000; in the data active = activation above about 15%
Target sequence (O08726 whole entry, looked up): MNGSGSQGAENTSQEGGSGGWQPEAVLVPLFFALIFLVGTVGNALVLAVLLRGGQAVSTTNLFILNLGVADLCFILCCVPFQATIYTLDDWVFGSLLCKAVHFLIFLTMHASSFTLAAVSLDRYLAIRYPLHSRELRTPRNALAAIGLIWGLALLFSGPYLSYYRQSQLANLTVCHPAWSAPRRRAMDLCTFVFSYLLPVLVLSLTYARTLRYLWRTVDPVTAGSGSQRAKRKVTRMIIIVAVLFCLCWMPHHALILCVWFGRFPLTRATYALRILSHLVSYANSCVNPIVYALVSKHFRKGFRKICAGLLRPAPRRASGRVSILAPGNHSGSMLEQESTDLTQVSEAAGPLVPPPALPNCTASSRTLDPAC
S1P1 agonist: activates the human S1P1 receptor | Sphingosine 1-phosphate receptor 1 (Homo sapiens), P21453 | activation, % at 4.5 µM | AID 1044, 2008 | S1P1 agonist cell-based reporter assay | hit rate 1.5% among 16,000; in the data active = activation above about 80%
luminol inh ctr: counter-screen for Nox1 inhibitors: inhibitors of luminol chemiluminescence; HRP/luminol/H2O2 chemiluminescence counterscreen; inhibition, % at 6.7 µM; hit rate 0.4% among 16,000; note: reference of the scale not given here
The depositor's hits bear a star; . = no result given. Cut-off read from the data, not from the text of the source, unless noted: active = inhibition above about 75%; inactive = the rest.

Each structure is followed by: TLR4-MyD88 inh, Nox1 inhibitor, OPRK1 antag MB, PME-1 Maybr inh, NOTCH agonist, rat GALR2 ag, S1P1 agonist, luminol inh ctr
- N#CC1C2CC3CC(C2)C(OS(=O)(=O)c2ccc([N+](=O)[O-])cc2)C1C3 (stereo unspecified)
    -4, 45, 16, 5, -0.9, -8, -5, -5
- O=c1[nH]cnc2scc(-c3cccs3)c12
    5, 17, 11, 7, -0.6, -5, 24, -4
- CCCc1cc(=O)oc2cc(OC(C)C(=O)NN)ccc12 (stereo unspecified)
    -10, 5, 8, -3, 0.0, -8, -2, 4
- COc1ccc(-c2coc3cc(OS(=O)(=O)c4ccccc4)ccc3c2=O)cc1
    4, -6, 5, -10, -0.4, -2, 48, -1
- O=C(NCc1csc2ccccc12)c1ccccc1
    2, 12, 4, 1, -0.2, -1, 14, -4
- O=C(CCSc1ccccn1)c1ccc(Cl)cc1
    -3, 7, 4, -1, ., -5, -11, 4
- NC(N)=NS(=O)(=O)c1ccc(Cl)c(Cl)c1
    -1, 24, 15, 3, -0.3, -5, 26, -8
- O=S(=O)(c1ccccc1Oc1ccc(Cl)cc1Cl)N1CCCCC1
    -8, 1, -7, 2, -0.3, -8, -10, -5
- O=[N+]([O-])c1c(Sc2ccccn2)sc(Sc2ccccn2)c1[N+](=O)[O-]
    -14, 9, 4, 5, -1.3, -6, 0, -1
- N/C(CCS(=O)(=O)c1ccc(Cl)cc1)=N\OC(=O)c1ccccc1C(F)(F)F
    -8, -9, -14, 6, 0.1, -8, 11, -4
- COc1cc(CO)c(CC(=O)N/N=C/C=C/c2ccccc2)cc1OC
    8, -48, 14, -2, -0.9, -7, 10, 3
- COC(=O)C1=C(C)Nc2[nH]ncc2C1c1ccccc1 (stereo unspecified)
    9, -18, 4, 43*, -0.6, -6, 10, 4
- COc1ccc(C(=O)NC2CCN(Cc3c(F)cccc3Cl)CC2)cc1OC
    -5, -27, -7, 1, -0.4, -3, -3, -2
- COC(=O)Cc1cc(OC)c(OC)cc1C(C)=O
    -44, -49, 20, 9, -0.3, -6, -7, 0
- COc1ccc(C2C(C#N)=C(N)N3CCc4cc(OC)c(OC)cc4C3=C2C#N)cc1 (stereo unspecified)
    -17, -3, 12, 9, 0.8, 1, -37, 5

Four records drawn at random from the list so far, as already listed:
Each structure is followed by: TLR4-MyD88 inh, Nox1 inhibitor, OPRK1 antag MB, PME-1 Maybr inh, NOTCH agonist, rat GALR2 ag, S1P1 agonist, luminol inh ctr
- COc1ccc(C(=O)NC2CCN(Cc3c(F)cccc3Cl)CC2)cc1OC
    -5, -27, -7, 1, -0.4, -3, -3, -2
- N#CC1C2CC3CC(C2)C(OS(=O)(=O)c2ccc([N+](=O)[O-])cc2)C1C3 (stereo unspecified)
    -4, 45, 16, 5, -0.9, -8, -5, -5
- COc1ccc(C2C(C#N)=C(N)N3CCc4cc(OC)c(OC)cc4C3=C2C#N)cc1 (stereo unspecified)
    -17, -3, 12, 9, 0.8, 1, -37, 5
- COC(=O)Cc1cc(OC)c(OC)cc1C(C)=O
    -44, -49, 20, 9, -0.3, -6, -7, 0

(further entries)
Each structure is followed by: TLR4-MyD88 inh, Nox1 inhibitor, OPRK1 antag MB, PME-1 Maybr inh, NOTCH agonist, rat GALR2 ag, S1P1 agonist, luminol inh ctr
- N#Cc1c(Cl)cccc1N1CCSCC1
    5, 11, 0, 8, -6.0, -3, 7, -7
- O=S(=O)(Nc1nc(SCc2ccc(Cl)cc2)n[nH]1)c1ccc(-c2ccccn2)s1
    3, -70, -19, -3, -0.5, 12, -3, -2
- COc1nc(N)nc(C2CC2)n1
    -4, -15, 2, 4, ., -8, -18, -7
- COC(=O)c1cccn1-c1ccccc1[N+](=O)[O-]
    2, 7, 3, 5, -0.1, -4, -2, -4
- N#CC(C#N)CC(=O)c1ccc(Cl)cc1
    -2, 22, 20, 7, 0.4, -2, 22, -4
- CCOC(=O)c1c(N/N=C\c2ccccc2O)n[nH]c1C
    -2, 55, 0, 7, -5.5, -5, -17, 14
- Cc1c(C#N)c(-n2cccc2)n(Cc2cccs2)c1C
    0, -86, -7, 2, -0.9, -3, 70, 14
- COc1c(Br)cc([N+](=O)[O-])cc1Br
    -6, -11, 17, 3, -0.7, -4, -3, -5
- N#Cc1c(N)nc2ccc(Cl)cc2c1-c1ccccc1
    0, -37, 6, -6, ., 1, -5, -1
- CSC1=NCN(C(C)(C)C)CN1
    6, 6, 13, 5, -1.0, -4, 4, -6
- O=C(CCc1ccc(O)cc1)N/N=C/C=C/c1ccccc1
    1, -16, -4, -3, -0.7, -10, -11, 2
- CN(C)CCNc1cc(-c2cccnc2)nc2ccccc12
    4, -41, -11, 5, 0.2, -6, 0, -3
- CC1=NOC(=O)/C1=C\c1cccs1
    -1, -67, 36, 3, -0.9, -5, -9, -4
- O=C(c1ncc[nH]1)c1cccs1
    -5, 4, -3, 2, -0.1, -7, 3, -3
- Cn1c(/C=C/C=C/N2CCCC2)nc2ccccc2c1=O
    -1, -43, -16, 10, -0.4, -9, -7, 2

Limited to luminol inh ctr, for 2 of the compounds above:
SMILES | luminol inh ctr
COc1c(Br)cc([N+](=O)[O-])cc1Br | -5
N#Cc1c(N)nc2ccc(Cl)cc2c1-c1ccccc1 | -1

Next section
Each structure is followed by: TLR4-MyD88 inh, Nox1 inhibitor, OPRK1 antag MB, PME-1 Maybr inh, NOTCH agonist, rat GALR2 ag, S1P1 agonist, luminol inh ctr
- Cn1nc(C(C)(C)C)cc1C(=O)Nc1ccc(Cl)cc1
    -6, 7, 0, 1, -0.4, -7, 7, -2
- O=C(NCc1cccs1)c1cc(-c2ccccc2)oc1C(F)(F)F
    0, -40, 8, -1, -0.7, -7, 1, 4
- CC1=NN(c2ccccc2)C(=O)/C1=C\c1ccc(-c2cccc([N+](=O)[O-])c2)o1
    -5, -19, 11, 5, -0.6, -6, 4, -1
- COCCCNC(=O)c1cccs1
    ., -25, -8, 1, -0.2, -7, 0, -1
- O=C(OCCSc1ccc([N+](=O)[O-])c2nonc12)c1ccccc1
    -32, 9, -10, 7, -1.7, -11, -53, 2
- COc1cc(C(=O)Nc2ccc3c(c2)OCO3)cc(OC)c1OC
    6, -3, 22, 6, 0.1, -1, -4, -5
- COCCCNC(=S)N/N=C/c1ccc[nH]1
    13, -11, -6, 0, -0.8, -7, 7, 2
- CSCCC(NC(=O)c1ccc(C(F)(F)F)cc1)C(=O)NNC(=O)Nc1ccccc1 (stereo unspecified)
    2, -2, -26, 5, -0.3, -5, -15, -2
- COC(=O)c1ccc([N+](=O)[O-])s1
    -1, -29, 5, 1, -0.2, -4, -16, -2
- c1ccc(-c2nsc(-n3ccc(-c4cccs4)n3)n2)cc1
    -6, -4, 8, -4, 0.3, 20*, 3, -3
- O=C(CSc1ccccc1[N+](=O)[O-])NNC(=S)NC1CC2C=CC1C2 (stereo unspecified)
    3, -44, -6, 5, -0.4, -2, -2, 0
- CC(=O)OCC(=O)c1cc(C(F)(F)F)cc(C(F)(F)F)c1
    4, -32, 5, -2, -1.1, -4, -3, -1
- Nc1nnc(Sc2cc(-n3cccc3)c(Cl)cc2[N+](=O)[O-])s1
    -3, -11, -9, 0, -0.1, -2, -23, -3
- COc1ccc(Cl)cc1N1C(=O)CSCC1=O
    -7, 8, 11, 6, -0.3, -3, 0, 0
- O=C(NNC(=O)c1csc(CS(=O)(=O)c2ccc(Cl)cc2)n1)c1ccc(Cl)cc1
    -3, -24, -6, -3, -0.6, -6, -2, 3
- Cc1ccc(C(=O)Nc2nn(C)c3cccc(F)c23)cc1
    6, -18, 6, -1, -0.1, 1, -2, 3
- CC(C)(C)OC(=O)N1CCC(CNC(=O)c2cccs2)CC1
    -27, 21, 2, 5, 0.1, -8, -7, -6
- Cc1n[nH]c(=O)c2noc(C)c12
    -3, -42, -6, -4, -0.4, -7, 2, 3
- O=C(O)/C=C/C(=O)N1CCN(c2ncccc2C(F)(F)F)CC1
    -1, -8, -26, -2, -0.7, -6, 1, 2
- Cc1nn(C)c(COC(=O)Nc2ccc(Cl)cc2)c1[N+](=O)[O-]
    -3, -26, -7, 0, -0.2, 2, -3, 3
- CSc1cc(C(C)(C)C)[nH]n1
    4, 18, 40, 7, -0.7, -5, 12, -6
- CC(C)S[C@@H]1O[C@H](CO)[C@@H](O)[C@H](O)[C@H]1O
    4, -77, -17, 1, -0.1, -5, 7, 0
- O=c1c(C(F)(F)F)cccn1Cc1cc(Cl)cc(Cl)c1
    6, -66, -29, -4, 0.2, 0, 10, 2
- CCOC(=O)Cc1csc(NS(=O)(=O)c2cn(C)cn2)n1
    -4, 15, 11, 4, -0.8, -5, -7, -5
- C[C@H](c1ccccc1)N1C(=O)CC[C@H]2CC(=O)CC[C@@H]21
    2, -35, -9, 0, -0.4, -8, 0, 1
- O=C(O)c1cccc(-c2cccs2)c1
    -6, -32, -4, 0, -0.6, -6, 1, 3
- NC(=O)NCc1ccccn1
    0, -27, -15, -2, -0.8, -5, 1, 5
- CC(=O)Nc1ccc(S(=O)(=O)Nc2ccc(Oc3c(Cl)cccc3Cl)nc2)cc1
    3, -22, -19, -2, -0.7, -6, 18, 4
- O=[N+]([O-])c1ccc(Sc2nc3ccccc3[nH]2)c(Cl)c1
    3, 19, 11, -19, -0.6, -2, 16, -8
- Cn1nc(C(F)(F)F)c(-c2ccccc2)c1NC(=O)c1ccccc1
    5, -10, -5, -3, -0.3, -4, 11, 0

Record cards, as listed above. Order of values: TLR4-MyD88 inh, Nox1 inhibitor, OPRK1 antag MB, PME-1 Maybr inh, NOTCH agonist, rat GALR2 ag, S1P1 agonist, luminol inh ctr
`CCOC(=O)Cc1csc(NS(=O)(=O)c2cn(C)cn2)n1` as listed: -4, 15, 11, 4, -0.8, -5, -7, -5
`C[C@H](c1ccccc1)N1C(=O)CC[C@H]2CC(=O)CC[C@@H]21` as listed: 2, -35, -9, 0, -0.4, -8, 0, 1

Continuation:
Each structure is followed by: TLR4-MyD88 inh, Nox1 inhibitor, OPRK1 antag MB, PME-1 Maybr inh, NOTCH agonist, rat GALR2 ag, S1P1 agonist, luminol inh ctr
- O=C(CCCO)CC(=O)c1ccc(F)cc1
    15, -35, 34, -9, 0.0, -3, ., 2
- CCOC(=O)c1c(C)csc1NC(=O)CSc1ccc(Cl)cc1
    10, -16, 0, -4, 0.6, -3, -13, -2
- O=C(O)c1ccccc1C(=O)c1ccc(Sc2ccccc2)c([N+](=O)[O-])c1
    9, -11, -1, -2, -0.1, -2, 24, -3
- CC(C)C(=O)Nc1ccc(-c2ccccc2)cc1
    -2, -43, 27, 7, -0.3, -6, 17, -6
- O=S1(=O)CS(=O)(=O)Oc2ccccc2O1
    0, -14, -1, 2, -0.9, -7, -11, -1
- CC(C)(C)c1csc(-c2ccc(/C=C(\C#N)S(C)(=O)=O)cc2)n1
    -13, -40, -15, -9, -0.7, 3, -13, 3
- N#Cc1ccc(N2CCN(C(=O)c3ccco3)CC2)cc1
    -7, -6, 6, 0, -0.4, -9, -2, 3
- O=C(Nc1ccc([N+](=O)[O-])cc1)Nc1csc(-c2cccnc2)n1
    9, -5, 52*, -73, -0.9, 0, 11, -3
- CCCCc1c(COC)nc(-c2ccc(Cl)cc2)[nH]c1=O
    -5, -49, 16, 2, -0.5, -2, -11, 0
- COC(=O)c1cc(/C=N/NC(=O)c2cccc([N+](=O)[O-])c2)cn1C
    0, -14, -2, 0, ., -8, -5, 2
- O=c1[nH]nc(CSc2ccc(Cl)cc2)n1-c1ccccc1
    5, -25, -42, 5, 0.4, -5, -19, 0
- COc1ccc(/C=C2/NC(=O)CN(C(C)=O)C2=O)cc1
    3, -3, 0, 0, 0.3, -9, -4, 11
- CC(C)CNC(=S)N1CCCC1
    2, -20, 7, 5, -0.1, -2, -8, -4
- Cc1csc(C(=O)NNC(=O)C(Cl)Cl)c1
    0, -26, 24, 1, -0.7, -8, 3, 3
- CCOC(=O)c1cc(NS(=O)(=O)c2ccc(Cl)cc2)ccc1Oc1cncc(Cl)c1
    -11, -5, -24, 5, 0.2, 0, -4, -2
- O=S(=O)(Nc1ccc2c(c1)OCCO2)c1cccs1
    ., -55, 13, -2, 0.2, -4, 1, 3
